# Mtb BioA inh = M. tuberculosis BioA enzyme inhibitors, primary screen, biochemical, plate reader, single point, HTS. 7,8-diaminopelargonic acid synthase BioA (Mycobacterium tuberculosis). purified M. tuberculosis BioA enzyme. inhibition, % at 9.99 µM. actives 0.096% (n = 360,000). AID 602481, 2012; in the data active = inhibition above about 40%
# An asterisk follows results filed as active. An excerpt, so the mix of outcomes need not match the whole.
SMILES,Mtb BioA inh
C[C@H]1CN([C@@H](C)CO)C(=O)c2cc(NS(=O)(=O)c3cn(C)cn3)ccc2O[C@@H]1CN(C)C(=O)Nc1ccc2c(c1)OCO2,0.2
Cn1cnc(S(=O)(=O)N[C@H]2C=C[C@@H](CC(=O)NCC3CC3)O[C@@H]2CO)c1,1.1
CO[C@H]1CN(C)C(=O)c2ccc(NC(=O)c3ccc4c(c3)OCO4)cc2OC[C@H](C)N(CCC(F)(F)F)C[C@H]1C,2.2
COCC#Cc1ccc2c(c1)O[C@@H](CN(C)S(=O)(=O)c1ccc(C)cc1)[C@@H](C)CN([C@@H](C)CO)S2(=O)=O,-2.9
CCCNC(=O)C[C@@H]1CC[C@H]2[C@@H](COC[C@H](O)CN2Cc2ccc(Cl)c(Cl)c2)O1,2.9
N#Cc1ccc(-c2ccc([C@@H]3[C@@H](CO)N4CCCCN(C(=O)Nc5ccc(F)cc5)C[C@@H]34)cc2)cc1,-9.0
C[C@@H]1CCCCO[C@@H](CN(C)Cc2ccccc2)[C@@H](C)CN([C@@H](C)CO)C(=O)c2cc(NS(=O)(=O)c3ccc(Cl)cc3)ccc2O1,0.1
Cc1noc(C)c1NC(=O)Nc1cccc2c1O[C@@H](CN(C)CC1CCCCC1)[C@@H](C)CN([C@H](C)CO)C2=O,-0.6
C[C@H](NC(=O)C[C@H]1CC[C@@H]2[C@H](COC[C@@H](O)CN2C(=O)Nc2cccc(F)c2)O1)c1ccccc1,2.6
C[C@H]1CN([C@@H](C)CO)C(=O)c2cccc(N(C)C)c2O[C@@H]1CN(C)Cc1ccc(-c2ccccc2)cc1,1.6
Cc1ccc(-c2cnc3c(c2)C(=O)N([C@H](C)CO)C[C@H](C)[C@@H](CN(C)C(=O)Cc2cccnc2)O3)cc1,1.4
COc1ccccc1-c1cn(CC[C@H]2CC[C@@H](NC(=O)c3cnccn3)[C@H](CO)O2)nn1,10.2
C[C@H](CO)N1C[C@H](C)[C@@H](CN(C)C)Oc2ccc(NC(=O)CCN3CCOCC3)cc2C1=O,-2.2
C[C@@H]1CN([C@@H](C)CO)C(=O)Cc2cc(NC(=O)Nc3ccc4c(c3)OCO4)ccc2O[C@@H]1CN(C)C(=O)Nc1ccc(C(F)(F)F)cc1,-3.3
O=C(Nc1ccc(C(F)(F)F)cc1)Nc1ccc2c(c1)[C@@H]1C[C@H](CC(=O)N3CCc4ccccc4C3)O[C@@H](CO)[C@@H]1O2,-1.7
C[C@H]1CN([C@@H](C)CO)C(=O)Cc2cc(NC(=O)CCCCCC(=O)Nc3ccccc3N)ccc2O[C@@H]1CN(C)S(=O)(=O)c1ccccc1,-1.3
CCCC(=O)Nc1ccc2c(c1)C(=O)N(C)[C@@H]1CC[C@H](CC(=O)NCCc3ccccc3)O[C@@H]1CO2,-0.9
C[C@@H]1CCCCO[C@@H](CN(C)S(=O)(=O)c2ccccc2)[C@@H](C)CN([C@H](C)CO)C(=O)c2cc(NC(=O)Nc3ccc4c(c3)OCO4)ccc2O1,1.7
C[C@@H]1CN([C@@H](C)CO)C(=O)c2cc(NS(C)(=O)=O)ccc2O[C@@H]1CN(C)Cc1ccncc1,-2.0
Cc1cc(C(=O)Nc2cccc3c2O[C@H](CN(C)S(=O)(=O)c2ccccc2)[C@@H](C)CN([C@@H](C)CO)C3=O)n(C)n1,0.8
Cc1noc(C)c1NC(=O)Nc1ccc2c(c1)C(=O)N([C@@H](C)CO)C[C@@H](C)[C@@H](CN(C)Cc1ccc(C(=O)O)cc1)OCCCC[C@@H](C)O2,0.5
CCNC(=O)C[C@H]1CC[C@@H]2[C@H](COc3ccc(NC(=O)Nc4ccccc4OC)cc3C(=O)N2C)O1,-2.5
CCC(=O)N[C@H]1C=C[C@H](CC(=O)NCc2ccccc2F)O[C@@H]1CO,-5.0
COCC(=O)N(C)C[C@H]1Oc2cc(C#CC(C)(C)O)ccc2S(=O)(=O)N([C@H](C)CO)C[C@@H]1C,-2.5
C[C@@H]1CCCCO[C@@H](CN(C)Cc2ccccc2)[C@@H](C)CN([C@H](C)CO)C(=O)c2cc(NC(=O)CCC(F)(F)F)ccc2O1,-2.1

# Next part, overlapping the part above by 5 compounds.
SMILES,Mtb BioA inh
Cc1noc(C)c1NC(=O)Nc1ccc2c(c1)C(=O)N([C@@H](C)CO)C[C@@H](C)[C@@H](CN(C)Cc1ccc(C(=O)O)cc1)OCCCC[C@@H](C)O2,0.5
CCNC(=O)C[C@H]1CC[C@@H]2[C@H](COc3ccc(NC(=O)Nc4ccccc4OC)cc3C(=O)N2C)O1,-2.5
CCC(=O)N[C@H]1C=C[C@H](CC(=O)NCc2ccccc2F)O[C@@H]1CO,-5.0
COCC(=O)N(C)C[C@H]1Oc2cc(C#CC(C)(C)O)ccc2S(=O)(=O)N([C@H](C)CO)C[C@@H]1C,-2.5
C[C@@H]1CCCCO[C@@H](CN(C)Cc2ccccc2)[C@@H](C)CN([C@H](C)CO)C(=O)c2cc(NC(=O)CCC(F)(F)F)ccc2O1,-2.1
O=C(Nc1cc(F)ccc1F)N[C@H]1C=C[C@@H](CC(=O)N2CCc3ccccc3C2)O[C@@H]1CO,0.5
COCC(=O)Nc1ccc2c(c1)[C@@H]1C[C@H](CC(=O)NCCc3ccccc3)O[C@H](CO)[C@@H]1O2,-2.4
O=C(C[C@H]1CC[C@@H]2[C@H](COC[C@@H](O)CN2CCC(F)(F)F)O1)NCc1ccc2c(c1)OCO2,-0.2
CCN1[C@@H]2c3ccc(C4=CCCC4)c(=O)n3C[C@H]1[C@H](CO)[C@H]2C(=O)N[C@@H](C)c1ccccc1,-0.5
CNC[C@H]1Oc2c(NC(=O)Nc3ccc4c(c3)OCO4)cccc2C(=O)N([C@@H](C)CO)C[C@@H]1C,1.2
CC(C)NC(=O)Nc1ccc2c(c1)CC(=O)N([C@H](C)CO)C[C@@H](C)[C@@H](CN(C)C)O2,-4.3
CO[C@@H]1CN(C)C(=O)c2ccc(NS(C)(=O)=O)cc2OC[C@H](C)NC[C@H]1C,-0.8
C[C@H]1CN([C@@H](C)CO)C(=O)c2cc(NC(=O)c3ccncc3)ccc2O[C@H]1CN(C)S(=O)(=O)c1ccc(F)cc1,-1.9
CO[C@H]1CN(C)C(=O)c2cc(NC(C)=O)ccc2OC[C@H](C)N(C(=O)Cc2ccccn2)C[C@@H]1C,0.1
O=C(C[C@H]1CC[C@@H]2[C@H](COC[C@H](O)CN2CCc2ccccc2)O1)NCCCN1CCOCC1,-2.2
COc1ccc(NC(=O)Nc2cccc3c2O[C@@H](CN(C)Cc2ccc(Oc4ccccc4)cc2)[C@H](C)CN([C@@H](C)CO)C3=O)cc1,0.0
C[C@@H]1CN([C@@H](C)CO)C(=O)c2cc(NS(=O)(=O)c3ccc(F)cc3)ccc2O[C@@H](C)CCCCO[C@H]1CN(C)S(=O)(=O)c1cccs1,-1.2
CCCN1C[C@H](C)[C@H](OC)CN(C)C(=O)c2cc(NC(=O)c3ccc(F)cc3)ccc2OC[C@H]1C,1.0
COc1cccc(S(=O)(=O)N2C[C@H](O)COC[C@H]3O[C@@H](CC(=O)NCCCN4CCOCC4)CC[C@@H]32)c1,-1.6
CN1CCN(C(=O)C[C@@H]2CC[C@@H]3[C@H](COC[C@H](O)CN3S(=O)(=O)c3cccc(F)c3)O2)CC1,-3.9
Cc1noc(C)c1S(=O)(=O)N(C)C[C@H]1OCCCC[C@H](C)Oc2ccc(NC(=O)c3ccccc3)cc2C(=O)N([C@@H](C)CO)C[C@@H]1C,0.8
C[C@@H]1CCCCO[C@H](CN(C)Cc2ccncc2)[C@H](C)CN([C@@H](C)CO)C(=O)c2cc(NC(=O)Nc3ccc(F)cc3)ccc2O1,3.8
C[C@@H]1CN([C@H](C)CO)C(=O)c2cc(NS(C)(=O)=O)ccc2O[C@@H]1CN(C)CC1CC1,-1.4
NCC[C@H]1CC[C@@H](NS(=O)(=O)c2ccc(Cl)cc2)[C@H](CO)O1,-2.5
CN1C(=O)c2cc(NS(=O)(=O)c3cccc(F)c3)ccc2OC[C@@H]2O[C@@H](CC(=O)NCCN3CCCCC3)CC[C@@H]21,0.4
C[C@H](CO)N1C[C@H](C)[C@H](CN(C)C(=O)Nc2ccc3c(c2)OCO3)Oc2ncc(-c3cccc(F)c3)cc2C1=O,-0.8
C[C@@H](NC(=O)C[C@@H]1C=C[C@@H](NC(=O)C2CC2)[C@H](CO)O1)c1ccccc1,-3.7
CCCC#Cc1ccc2c(c1)O[C@@H](CN(C)Cc1ccc3c(c1)OCO3)[C@H](C)CN([C@H](C)CO)S2(=O)=O,-0.9
CN1c2ccc(Br)cc2[C@@H]2[C@@H](CCN2C(=O)C2CCCCC2)[C@H]1CO,7.7
COc1cccc(C#Cc2cnc3c(c2)C(=O)N([C@@H](C)CO)C[C@H](C)[C@H](CN(C)C(C)=O)O3)c1,-1.3

# 3 structures from above, ordered by SMILES length, rising:
SMILES,Mtb BioA inh
C[C@H](CO)N1C[C@H](C)[C@H](CN(C)C(=O)Nc2ccc3c(c2)OCO3)Oc2ncc(-c3cccc(F)c3)cc2C1=O,-0.8
CN1C(=O)c2cc(NS(=O)(=O)c3cccc(F)c3)ccc2OC[C@@H]2O[C@@H](CC(=O)NCCN3CCCCC3)CC[C@@H]21,0.4
C[C@@H]1CN([C@@H](C)CO)C(=O)c2cc(NS(=O)(=O)c3ccc(F)cc3)ccc2O[C@@H](C)CCCCO[C@H]1CN(C)S(=O)(=O)c1cccs1,-1.2

# Further records follow:
SMILES,Mtb BioA inh
COc1cccc(NC(=O)N2C[C@H](O)COC[C@H]3O[C@@H](CC(=O)NCc4ccccc4F)CC[C@@H]32)c1,-1.6
Cc1ccc(S(=O)(=O)N(C)C[C@H]2OCCCC[C@@H](C)Oc3ccc(NC(=O)Nc4cccc5ccccc45)cc3C(=O)N([C@H](C)CO)C[C@@H]2C)cc1,-3.2
COc1ccccc1NC(=O)N1C[C@H]2[C@@H](c3ccccc31)[C@H](CO)N2Cc1ccc2c(c1)OCO2,0.6
COc1ccc(NC(=O)Nc2ccc3c(c2)C(=O)N([C@@H](C)CO)C[C@@H](C)[C@@H](CN(C)C(=O)Nc2cccc4ccccc24)O3)cc1,0.5
CCCNC(=O)C[C@@H]1CC[C@H]2[C@H](COc3ccc(NC(=O)c4cccs4)cc3C(=O)N2C)O1,4.5
COc1cccc(C#Cc2ccc([C@@H]3[C@@H](CO)N(C(=O)C4CCC4)[C@H]3C#N)cc2)c1,4.8
N#C[C@@H]1[C@H](c2ccccc2)[C@H](CO)N1S(=O)(=O)c1cccc(F)c1,-0.5
COc1ccc(NC(=O)N(C)C[C@H]2Oc3ccc(NS(=O)(=O)c4c(C)noc4C)cc3CC(=O)N([C@H](C)CO)C[C@@H]2C)cc1,1.6
C[C@H]1CN([C@@H](C)CO)C(=O)Cc2cc(NC(=O)CCC(F)(F)F)ccc2O[C@@H]1CN(C)S(=O)(=O)c1ccc(F)cc1,-0.2
C[C@H](CO)N1C[C@H](C)[C@@H](CN(C)S(=O)(=O)c2ccccc2)Oc2ccc(NC(=O)Cc3cn(C)c4ccccc34)cc2CC1=O,-2.2
O=C(NC[C@@H]1[C@H](c2ccccc2)[C@H](CO)N1CC1CCCC1)c1ccccc1,-0.5
C/C=C/c1ccc([C@@H]2[C@H](CO)N3CCCCN(S(=O)(=O)c4cccc(C)c4)C[C@@H]23)cc1,5.1
C[C@H]1CN([C@@H](C)CO)C(=O)c2cccc(NS(=O)(=O)c3ccc(F)cc3)c2O[C@@H]1CN(C)S(=O)(=O)c1ccccc1,-1.6
COc1ccc([Si](C)(C)[C@H]2[C@H](CC(=O)N(CCO)Cc3ccccc3)O[C@@]3(C(=O)N(C)c4ccccc43)[C@@H]2C)cc1,2.1
O=C(C[C@H]1CC[C@@H](NC(=O)Nc2ccc3c(c2)OCO3)[C@H](CO)O1)NCc1ccc2c(c1)OCO2,0.1
CO[C@H]1CN(C)C(=O)c2ccc(NC(=O)Nc3ccccc3Cl)cc2OC[C@@H](C)NC[C@@H]1C,0.0
COc1cccc(-c2ccc3n(c2=O)C[C@H]2[C@H](CO)[C@@H](C(=O)N4CCOCC4)N[C@@H]32)c1,-1.2
C[C@@H]1CN([C@H](C)CO)C(=O)c2cc(N(C)C)ccc2O[C@@H](C)CCCCO[C@H]1CN(C)C(=O)Cc1ccccc1,2.2
O=C(O)[C@H]1[C@H](CO)[C@H]2Cn3c(ccc(-c4cccnc4)c3=O)[C@@H]1N2S(=O)(=O)c1ccccc1F,3.6
CO[C@@H]1CN(C)C(=O)c2ccc(NC(=O)Nc3cccc(F)c3)cc2OC[C@@H](C)NC[C@H]1C,13.1
Cc1ccc(S(=O)(=O)N(C)C[C@@H]2Oc3c(NC(=O)c4nc5ccccc5s4)cccc3C(=O)N([C@H](C)CO)C[C@H]2C)cc1,-2.6
Cc1ccccc1S(=O)(=O)N1CC[C@@H]2[C@H]1c1cc(-c3cccc(C#N)c3)ccc1N[C@@H]2CO,-1.9
Cc1ccc(S(=O)(=O)N(C)C[C@@H]2OCCCC[C@H](C)Oc3ccc(NC(=O)C4CCCCC4)cc3C(=O)N([C@H](C)CO)C[C@@H]2C)cc1,-1.7
C[C@H](CO)N1C[C@H](C)[C@H](CN(C)Cc2ccc(C(=O)O)cc2)OCCCC[C@H](C)Oc2ccc(NC(=O)Nc3ccc4c(c3)OCO4)cc2C1=O,-1.5
Cc1ccc(S(=O)(=O)Nc2ccc3c(c2)CC(=O)N([C@@H](C)CO)C[C@@H](C)[C@@H](CN(C)C(=O)NC2CCCCC2)O3)cc1,-0.7
Cc1noc(C)c1S(=O)(=O)Nc1ccc2c(c1)C(=O)N([C@@H](C)CO)C[C@H](C)[C@@H](CN(C)Cc1ccccc1)O2,-0.9
CN(C)CCCNC(=O)[C@@H]1[C@@H](CO)[C@@H]2Cn3c(ccc(-c4ccccc4)c3=O)[C@@H]2N1C,0.5
COc1ccc(NC(=O)N(C)C[C@@H]2Oc3ccc(NC(=O)Cn4cnnn4)cc3CC(=O)N([C@@H](C)CO)C[C@@H]2C)cc1,1.8
COc1cccc(-c2ccc3c(c2)[C@@H]2[C@@H](CCN2S(=O)(=O)c2cccc(OC)c2)[C@H](CO)N3)c1,-2.0

# Part of the list above, bar-delimited:
compound | Mtb BioA inh
CO[C@@H]1CN(C)C(=O)c2ccc(NC(=O)Nc3cccc(F)c3)cc2OC[C@@H](C)NC[C@H]1C | 13.1
Cc1ccc(S(=O)(=O)N(C)C[C@@H]2Oc3c(NC(=O)c4nc5ccccc5s4)cccc3C(=O)N([C@H](C)CO)C[C@H]2C)cc1 | -2.6

# High-throughput results from PubChem BioAssay.
